CRFBP-R2 agonist: agonists of human CRF-binding protein/CRF-R2 receptor complex | hit rate 0.46% among 350,000 | activation, % at 13.2 µM | AID 588473 | HEK293 CRF-R2/CRF-BP, calcium dye fluorescence (FLIPR); percent of saturating CRF peptide response;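 active means activation of at least 50%, plus an integration ratio under a set limit after plate pattern correction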;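 further: plate controls were neutral control wells without compound for no effect and CRF at EC100 for full effect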
CHRM4 PAM: positive allosteric modulators of human muscarinic M4 receptor | hit rate 0.4% among 360,000 | CHO-K1 hM4/Gqi5, Fluo-8 calcium fluorescence, ACh EC20; 0% = ACh EC20, 100% = maximal ACh | activation, % at 3 µM;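 active means activation above its plate's cutoff, the mean activation of sample wells plus 3 SD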; further: some results filed as inactive read as strong as hits
Target sequence (P08173 whole entry, looked up): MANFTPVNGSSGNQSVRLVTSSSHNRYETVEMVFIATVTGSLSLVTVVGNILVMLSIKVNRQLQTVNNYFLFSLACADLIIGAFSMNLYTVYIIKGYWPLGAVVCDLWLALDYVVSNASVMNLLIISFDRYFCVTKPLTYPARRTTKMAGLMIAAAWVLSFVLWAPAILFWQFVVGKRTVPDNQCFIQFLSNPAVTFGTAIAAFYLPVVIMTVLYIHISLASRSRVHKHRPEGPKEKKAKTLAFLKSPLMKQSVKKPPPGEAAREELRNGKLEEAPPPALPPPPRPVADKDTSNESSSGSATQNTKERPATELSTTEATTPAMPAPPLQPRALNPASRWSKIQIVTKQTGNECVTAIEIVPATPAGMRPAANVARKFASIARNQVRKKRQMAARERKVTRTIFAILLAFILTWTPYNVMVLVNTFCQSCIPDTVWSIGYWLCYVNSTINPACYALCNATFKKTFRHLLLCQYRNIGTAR
M5 PAM: CHRM5 positive allosteric modulation; P08912; CHO-K1 hM5, Fluo-8 calcium, ACh EC20 PAM; 0% = ACh EC20, 100% = ACh EC100; activation, % at 3 µM; hit rate 0.3% among 360,000; AID 624038;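 active means activation above the run cutoff, the mean activation of all test compounds plus 3 SD, cut at about 18% in these data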
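System – CHO-K1 hM5 cells · Compound – 3 µM, single dose · Incubation – compound preincubation 140 s before EC20 acetylcholine addition · Technique – Fluo-8 calcium fluorescence · Measure – Max/basal fluorescence ratio as % of EC20–EC100 ACh window · Benchmarks – low control EC20 acetylcholine (0%), high control EC100 acetylcholine (100%) · Replication – singlicate, one well per test compound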
CHRM5 antagonist: CHRM5 antagonism in calcium assay; hit rate 0.59% among 360,000; CHO-hM5 cells, Fluo-8 calcium fluorescence, ACh EC80; AID 624040; inhibition, % at 3 µM; P08912;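 active means inhibition above a per-plate cutoff, the mean of that plate's test compounds plus 3 SD, cut at about 27% in these data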;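 further: 0% = acetylcholine EC80 with DMSO and 100% = DMSO without agonist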
CRFBP-R2 block: blocks CRF-induced signaling of the CRF-BP/CRF-R2 complex | HEK293 CRF-R2/CRF-BP, CRF-induced calcium fluorescence | inhibition, % at 11.8 µM | hit rate 0.59% among 350,000 | AID 588475;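 active means inhibition of the ligand-induced calcium signal above about 50% at the single tested concentration, limit read from the data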
CHRM1 PAM: positive allosteric modulators of human M1 muscarinic receptor. CHO-K1 hM1, Fluo-8 calcium fluorescence, ACh EC20; 0% = ACh EC20, 100% = maximal ACh. activation, % at 3 µM. hit rate 0.088% among 360,000. AID 588819; in the data active means activation above about 19%, passing the limit was not always enough
Target sequence (P11229 whole entry, looked up): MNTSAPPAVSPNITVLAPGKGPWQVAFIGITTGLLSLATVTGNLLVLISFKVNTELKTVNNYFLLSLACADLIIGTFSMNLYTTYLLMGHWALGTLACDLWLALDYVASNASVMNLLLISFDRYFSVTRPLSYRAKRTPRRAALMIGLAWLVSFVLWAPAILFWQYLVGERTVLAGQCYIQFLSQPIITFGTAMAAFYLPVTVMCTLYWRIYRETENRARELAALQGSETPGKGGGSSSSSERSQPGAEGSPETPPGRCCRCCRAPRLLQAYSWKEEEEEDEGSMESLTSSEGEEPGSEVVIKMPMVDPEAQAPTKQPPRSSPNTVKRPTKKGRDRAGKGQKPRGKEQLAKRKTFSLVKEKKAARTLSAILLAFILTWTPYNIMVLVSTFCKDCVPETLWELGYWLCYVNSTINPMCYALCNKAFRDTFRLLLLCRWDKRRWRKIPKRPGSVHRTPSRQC
CHRM4 agonist: agonists of human muscarinic M4 receptor (CHRM4). P08173. CHO-K1 hM4/Gqi5, Fluo-8 calcium fluorescence; vehicle 0%, full acetylcholine response 100%. activation, % at 3 µM. hit rate 0.14% among 360,000. AID 624127;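 active means activation above the run mean over all test wells plus 3 SD, cut at about 32% in these data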;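 further: peak over basal fluorescence ratio per well then scaled between controls; 0% = DMSO wells and 100% = acetylcholine at EC100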
CHRM4 antagonist: blocks acetylcholine activation of human M4 receptor. P08173. CHO-hM4 cells, ACh EC80, Fluo-8 calcium fluorescence. inhibition, % at 3 µM. hit rate 0.73% among 360,000. AID 624125;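 active means inhibition above its plate's cutoff, the mean inhibition of sample wells plus 3 SD, cut at about 27% in these data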;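 further: 0% = acetylcholine EC80 with DMSO and 100% = DMSO without agonist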
CHRM5 agonist: CHRM5 agonism in calcium assay; hit rate 0.19% among 360,000; AID 624037; CHO-K1 hM5 cells, Fluo-8 calcium fluorescence; 0% DMSO wells, 100% maximal acetylcholine response; activation, % at 3 µM;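 active means activation above the run's mean over test compounds plus 3 SD, cut at about 23% in these data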;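 further: signal is peak over basal fluorescence ratio across the kinetic read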
Starred values were filed as active, the others as inactive; . = no result given. Compounds were not picked by outcome (roughly 2.6% active in at least one column).

CRFBP-R2 agonist	CHRM4 PAM	M5 PAM	CHRM5 antagonist	CRFBP-R2 block	CHRM1 PAM	CHRM4 agonist	CHRM4 antagonist	CHRM5 agonist	Molecule
-3.6	14	1	7	19	6	3	9	2	Cn1nnnc1SCC(=O)Nc1sccc1C(N)=O
4.9	-14	-6	6	-40	-2	10	5	2	O=S(=O)(c1ccc2ccccc2c1)N1CCN(C(=S)Nc2ccc(F)c(Cl)c2)CC1
7.8	10	2	-3	-16	9	2	13	2	CCCCCCn1c(NCC)nc2c1c(=O)[nH]c(=O)n2C
-4.2	2	2	-13	22	1	1	-12	0	O=C(O)c1ccccc1C=NN=C1c2ccccc2-c2ccccc21
-1.6	1	-2	-3	-4	-9	1	7	-1	Cc1ccc(-n2nc3c(c2NC(=O)c2ccc4c(c2)OCO4)CSC3)c(C)c1
1.2	4	-8	14	-4	7	5	2	2	COc1cccc(CC(=O)Nc2ccc(S(=O)(=O)N3CCCCC3)cc2)c1
-1.7	3	-5	1	0	6	1	4	1	CCOC(=O)c1[nH]c(=O)c2ccccc2c1O
0.3	-10	-9	7	-4	2	10	10	-1	O=[N+]([O-])c1cc2c(c(CSc3nnnn3-c3ccc(O)cc3)c1)OCOC2
-1.1	11	-2	8	6	12	1	-2	0	CCCCn1nc2cc(C(=O)NCCc3ccc(C)cc3)ccc2c1OCC
0.7	-6	-3	8	-10	4	1	7	-8	Cc1nc2cc(C(=O)N3CCc4ccccc43)ccc2n1-c1ccc(F)c(F)c1
-1.4	10	2	-5	8	7	2	8	2	CC(=O)c1cc(-c2ccccc2)n(CC(=O)N2CCCCC2)c1C
0.1	4	-6	-1	-3	3	2	8	5	CCOC(=O)c1[nH]cnc1C(=O)Nc1cccc(N)n1
2.1	-4	6	3	13	2	0	4	4	[S-]c1nnc(-c2ccc(Br)cc2)n1-c1ccccc1.[Zn+2]
-1.8	12	1	7	13	3	3	-5	-2	CS(=O)(=O)N1CCCC(C(=O)Nc2ccc(Br)cc2F)C1 (stereo not drawn)
-0.3	2	-2	2	-9	-1	0	12	1	O=C(CN1C(=O)CC(c2ccco2)Sc2ccccc21)NCC1CCCO1 (stereo not drawn)
2.7	3	-14	1	14	-8	13	-18	-1	CN(Cc1ccccc1)C(=O)c1[nH]cnc1C(=O)NCCCCCNC(=O)OC(C)(C)C
3.0	0	5	-12	-2	2	1	3	0	O=c1[nH]nc(Cc2ccc(Cl)cc2Cl)c2ccccc12
1.2	1	-1	-3	4	6	1	-9	-2	C[C@H](NC(=O)[C@@H]1Cc2ccccc2CN1C(=O)OC(C)(C)C)C(=O)NCc1ccco1
0.2	-1	-8	7	-19	7	-2	-10	-5	CC(C)N(Cc1nc(-c2ccccc2)no1)C(=O)C1CCCCC1
-2.8	2	-3	-7	13	4	1	-12	-2	CCn1c(COc2ccccc2)nnc1SCC(=O)Nc1cc(OC)ccc1OC
-0.6	-14	-7	-1	13	-2	5	10	1	CN(C)S(=O)(=O)c1ccc(C(=O)OCc2ccc([N+](=O)[O-])cc2)cc1
.	4	-5	-8	.	.	-1	9	-3	CC(=O)C(=Cc1ccccc1)c1ccccc1
-0.2	-1	0	-4	12	-1	2	8	-3	COc1cccc(C2(CSc3nnc(-c4cc(OC)c(OC)c(OC)c4)o3)OCCO2)c1
1.6	8	-7	8	-5	8	2	-6	1	Cc1cc(CNC(=O)CCc2nnc(CCCc3ccccc3)o2)nn1C
-1.4	5	3	0	2	14	4	0	-2	CCCc1ccc2oc(C(=O)NCCc3cnn(C)c3)c(C)c2c1
-2.2	2	6	8	3	5	1	5	-3	CC1CCN(C(=O)Cn2nnc(-c3cccs3)n2)CC1
-1.2	-1	-6	-1	-6	9	1	-10	-6	O=C(Cc1cccc2ccccc12)N/N=C/c1ccc(Sc2nc3ccccc3s2)o1
-1.5	4	2	-2	16	3	2	-10	0	CCn1c(O)c(N=NC(=O)c2cccs2)c2ccccc21
.	1	0	7	.	2	1	-2	-2	CCOC(=O)C1CCCN(C(=O)c2ccc(C)c(F)c2)CC1 (stereo not drawn)
-2.1	8	5	-3	-1	9	0	0	-4	C=CCNC(=O)C12CC3(C)CC(C)(CC(C)(C3)C1)C2

Among those listed so far, these contain fluorine:
CRFBP-R2 agonist	CHRM4 PAM	M5 PAM	CHRM5 antagonist	CRFBP-R2 block	CHRM1 PAM	CHRM4 agonist	CHRM4 antagonist	CHRM5 agonist	Molecule
4.9	-14	-6	6	-40	-2	10	5	2	O=S(=O)(c1ccc2ccccc2c1)N1CCN(C(=S)Nc2ccc(F)c(Cl)c2)CC1
0.7	-6	-3	8	-10	4	1	7	-8	Cc1nc2cc(C(=O)N3CCc4ccccc43)ccc2n1-c1ccc(F)c(F)c1
-1.8	12	1	7	13	3	3	-5	-2	CS(=O)(=O)N1CCCC(C(=O)Nc2ccc(Br)cc2F)C1 (stereo not drawn)
.	1	0	7	.	2	1	-2	-2	CCOC(=O)C1CCCN(C(=O)c2ccc(C)c(F)c2)CC1 (stereo not drawn)

(list continues)
CRFBP-R2 agonist	CHRM4 PAM	M5 PAM	CHRM5 antagonist	CRFBP-R2 block	CHRM1 PAM	CHRM4 agonist	CHRM4 antagonist	CHRM5 agonist	Molecule
0.5	10	-1	1	-6	6	0	-14	3	Cc1cc(NC(=O)CSc2nc3c(c(=O)n2-c2ccc(Cl)cc2)SCC3)no1
-1.2	-13	-14	9	-8	-10	3	3	-10	CCOC(=O)C1(CCCc2ccccc2)CCN(Cc2cnc(C)s2)CC1
0.0	-1	-2	4	-3	7	1	11	0	COc1cc(C(=O)Nc2nnc(C3CC3)s2)ccc1OCc1c(C)noc1C
0.4	-6	-1	-4	-5	-4	2	6	2	COc1ccc2[nH]c3c(c2c1)CCN1C(=O)C(CC(=O)NCCN2CCOCC2)C[C@H](C(=O)N2CCCCC2)[C@@]31CCc1ccccc1 (stereo partly drawn)
-0.2	-13	-11	8	4	-10	14	-3	4	CCOc1cc(C(=O)CCC(=O)OCC(=O)Nc2ccc(C)c(S(=O)(=O)N(C)C)c2)ccc1O
-1.2	2	6	-2	-5	3	2	7	4	CC(C)CC1=NN(C(=O)c2ccco2)C(O)(C(F)(F)F)C1 (stereo not drawn)
-2.5	13	-6	6	10	-4	2	-7	-1	COC(=O)c1ccccc1NC(=O)c1sc(N)nc1C
0.1	1	4	6	8	11	1	3	3	O=C(CN1C(=O)NC(Cc2c[nH]c3ccccc23)C1=O)NC1CCCCC1 (stereo not drawn)
3.5	1	4	-6	-1	2	2	-1	-1	O=C(COC(=O)CCc1nc2ccccc2c(=O)[nH]1)NC(=O)NC1CCCC1
2.9	13	-4	6	12	15	2	-3	4	CC1CCCCC1NC(=O)Cn1nnc(-c2ccc(Cl)cc2)n1 (stereo not drawn)
-2.0	-2	-6	9	-26	-7	10	6	-1	CCOC(=O)c1cccc(NC(=O)/C=C/c2ccc3c(c2)OCO3)c1
2.1	-4	-10	10	-23	5	0	11	-2	Cc1ccc(-c2nn(-c3ccccc3)cc2/C=N/n2c(-c3cccs3)n[nH]c2=S)cc1
2.2	2	3	-3	-2	4	0	2	-2	CSc1snc(SCC(N)=O)c1C#N
-1.5	5	-2	7	15	10	1	-2	2	COCCCN1C(=O)C(CC(=O)NCCc2ccccn2)CC(C(=O)N2CCOCC2)=C1C (stereo not drawn)
-0.3	-2	-3	-2	-6	1	13	-16	2	COC(=O)c1cccc(NC(=O)c2ccc(OC)c(Cl)c2)c1
-3.0	2	-2	1	7	1	2	8	0	CCCC(=O)Nc1ccc(C(=O)/C=C/c2ccc(SC)cc2)cc1
-1.1	-9	-15	17	2	-3	2	17	-6	COc1ccccc1N=Nc1nc(-c2ccccc2)c(-c2ccccc2)[nH]1
-0.1	0	-5	7	2	2	2	-5	-1	CCc1nc2ccccc2n1CCC(C)C
-1.7	6	1	-2	10	11	0	-1	0	CN1C(=O)C2(C(C#N)=C(N)N(c3cc(Cl)cc(Cl)c3)C3=C2C(=O)CCC3)c2ccccc21 (stereo not drawn)
0.4	-4	-9	-6	-98	-5	3	7	3	Cc1ccc(N(C(=O)Cc2cccs2)C(C(=O)NC2CCCCC2)c2ccccn2)cc1C (stereo not drawn)
-0.5	-3	-1	4	-3	3	5	-1	-6	CN(C)CCCN(C(=O)COc1ccccc1)c1nc2cc3c(cc2s1)OCO3
5.5	-7	-6	-2	-10	1	0	2	0	CC1(C)Cc2c(c(N3CCCCC3)[nH]c(=S)c2C#N)CS1
2.5	4	5	-1	-9	-6	4	7	-1	CCn1cc(/C=C(\NC(=O)c2ccccc2)C(=O)N2CCOCC2)c2ccccc21
1.0	-6	-6	14	-18	-3	4	11	0	CC(=O)NC12CC3CC(C1)CC(C(=O)Nc1nc4ccc(F)cc4s1)(C3)C2
-0.4	5	2	5	0	12	1	-11	-2	CC(C)C[C@@H](CO)N1CCN(Cc2cccc(C#N)c2)CCC1=O
-1.1	-5	1	-1	1	3	1	4	1	COc1ccc(/C(C)=N\NC(=O)C(c2ccncc2)N2CCOCC2)cc1 (stereo not drawn)
2.2	0	7	-4	-23	6	1	-8	0	O=C1NCC(Nc2ccc(Cl)cc2)C(=O)N1 (stereo not drawn)
2.8	4	-7	0	-8	8	6	-16	0	Cc1ccc2c(C)nc(Nc3nc(CSc4nc5ccccc5[nH]4)cc(=O)[nH]3)nc2c1
0.4	0	-14	11	-25	-11	1	-3	-7	Cc1ccc(NC(=S)N2CCCC(c3nc4ccc(C)cc4[nH]3)C2)c(C)c1 (stereo not drawn)

From PubChem
